High-throughput results from PubChem.
TNAP inh hiacc: TNAP (human) inhibition, high acceptor | P05186 | purified TNAP, CDP-star luminescence, 1 M DEA | inhibition, % at 20 µM | 0.03% of 200,000 active | AID 1135;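 active = over 50% inhibition of tissue-nonspecific alkaline phosphatase at 20 µM in the single-dose screen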;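 also: plate controls were DMSO wells for no effect and EDTA-quenched wells as full inhibition for full effect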
L major viab: Leishmania major promastigote growth inhibition; Leishmania major promastigotes, resazurin fluorescence viability; inhibition, % at 10 µM; 9% of 200,000 active; AID 1063; in the data active = inhibition above about 50%;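 also: promastigotes grown with compound for 44 hours at 28 °C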
RAM network inh: yeast RAM network inhibition | S. cerevisiae dse1pr::URA3 reporter, 5-FOA growth OD615, 2 d; analog-sensitive cbk1-as2 kinase mutant strain | inhibition, % at 50 µM | 1.8% of 190,000 active | AID 868;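 active = inhibition above a set limit, 3 SD over mean compound inhibition, cut at about 8.4% in these data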;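 also: 0% = DMSO-only wells with no growth and 100% = 10 µM 1-NA-PP1 full growth; inhibition rescues growth on 5-FOA so higher OD means more RAM inhibition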
Redox H2O2 prof: compounds producing H2O2 with reducing agent – biochemical, NIH compound library profiling, artefact control for MLSCN library redox annotation, primary screen; DTT-dependent redox cycling H2O2, phenol red/HRP absorbance; 100% = 100 µM peroxide control, 0% = buffer; activation, % at 10 µM; 0.03% of 200,000 active; AID 878;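 active = activation of at least 50% relative to the plate's high and low controls in the primary single-dose screen; inactive = activation below 50%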;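 also: compound incubated with DTT at 0.8 mM final as the reducing agent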
PMI act hi M6P: increases human PMI activity with near-saturating mannose 6-phosphate; coupled PMI enzyme assay, resazurin fluorescence, 20 min; hits give high values; 1 = untreated enzyme, 0 = substrate-free blank; 0.34% of 190,000 active; P34949; activation factor at 20 µM;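 active = activation factor of 2 or more at 20 µM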
Target sequence (P34949 whole entry, looked up): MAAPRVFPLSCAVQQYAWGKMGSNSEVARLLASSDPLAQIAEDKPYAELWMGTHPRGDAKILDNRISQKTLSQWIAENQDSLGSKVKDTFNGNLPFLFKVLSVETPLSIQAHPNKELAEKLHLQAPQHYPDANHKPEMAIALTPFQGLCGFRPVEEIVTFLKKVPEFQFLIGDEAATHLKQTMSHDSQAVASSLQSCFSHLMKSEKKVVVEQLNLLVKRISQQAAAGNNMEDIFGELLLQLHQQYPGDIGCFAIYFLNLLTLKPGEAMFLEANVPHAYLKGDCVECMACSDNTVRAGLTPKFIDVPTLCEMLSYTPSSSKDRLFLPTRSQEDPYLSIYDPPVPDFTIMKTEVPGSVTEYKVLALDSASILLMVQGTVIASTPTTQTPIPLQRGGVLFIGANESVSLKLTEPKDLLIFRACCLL
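Test system: human phosphomannose isomerase with PGI, G6PDH, diaphorase coupling enzymes; amount: 15 ng/mL PMI; incubation: enzyme reaction with compound 20 min at room temperature; technique: resorufin fluorescence (Ex 544/Em 590 nm) from resazurin via diaphorase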
PMI act: increases human mannose-6-phosphate isomerase activity; 0.005% of 190,000 active; P34949; AID 1214; activation factor at 20 µM; purified human PMI, coupled resazurin fluorescence, 20 min; hits give high values; 1 = vehicle control, 0 substrate-free wells;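 active = activation factor of 2 or more at 20 µM, relative to plate controls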
S1P3 antagonist: antagonists of human S1P3 receptor | Q99500 | CHO S1P3 NFAT-BLA reporter, FRET fluorescence, antagonist mode | inhibition, % at 4.98 µM | 0.27% of 170,000 active;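 active = inhibition above the plate cutoff, the mean inhibition of test wells on that plate plus 3 SD, cut at about 28% in these data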;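 also: cells challenged with S1P at its EC80 of 0.8 µM; blue over green emission ratio from cleaved BLA substrate after 4 h stimulation; 0% = S1P-stimulated wells and 100% = unstimulated DMSO-only wells; some compounds past the cut are filed as inactive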
Target sequence (Q99500 whole entry, looked up): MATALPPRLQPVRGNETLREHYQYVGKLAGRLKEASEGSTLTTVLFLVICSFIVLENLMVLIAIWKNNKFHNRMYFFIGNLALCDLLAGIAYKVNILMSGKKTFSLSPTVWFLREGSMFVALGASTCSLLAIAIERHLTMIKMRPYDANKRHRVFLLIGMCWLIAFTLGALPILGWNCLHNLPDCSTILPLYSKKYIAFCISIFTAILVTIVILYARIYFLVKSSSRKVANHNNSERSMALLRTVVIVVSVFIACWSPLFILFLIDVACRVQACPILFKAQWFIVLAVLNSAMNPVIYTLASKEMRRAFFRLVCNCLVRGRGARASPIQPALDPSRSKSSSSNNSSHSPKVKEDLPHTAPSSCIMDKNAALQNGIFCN
TNAP inh noacc: TNAP (human) inhibition, acceptor-free conditions. P05186. purified TNAP, CDP-star luminescence, 30 min. 0.26% of 200,000 active. inhibition, % at 20 µM;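 active = tissue-nonspecific alkaline phosphatase inhibition above about 50% at 20 µM in the single-dose screen, limit read from the data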;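 also: 0% = DMSO negative control and 100% = EDTA positive control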
Hsp70 act: transcriptional activators of Hsp70 | activation, % at 10 µM | 0.04% of 200,000 active | AID 1203 | HeLa Hsp70 promoter luciferase reporter, luminescence; scaled: vehicle 0, proteasome-inhibitor control 100%;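 active = activation above the mean across all tested compounds plus 3 SD, cutoff set per campaign, cut at about 5.5% in these data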;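 also: 100% = MG132 at 30 µM as the positive control and 0% = DMSO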
Efa HMGR inh: E. faecalis class II HMG-CoA reductase inhibition; AID 1066; 0.41% of 190,000 active; inhibition, % at 10 µM; purified E. faecalis HMGR, NADPH absorbance 340 nm kinetic;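 active = inhibition above a set limit, the median over all tested compounds plus 3 SD, cut at about 9.5% in these data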;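 also: enzyme runs in reverse so mevalonate oxidation gives rising NADPH absorbance; 0% = complete reaction with DMSO and 100% = background rate lacking mevalonate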
An asterisk follows results filed as active; x = not tested or not shown. Rows are unselected. Share with any hit: about 12%.

No.	molecule	TNAP inh hiacc	L major viab	RAM network inh	Redox H2O2 prof	PMI act hi M6P	PMI act	S1P3 antagonist	TNAP inh noacc	Hsp70 act	Efa HMGR inh
1	COc1ccc(N(C(=O)CSCC(=O)Nc2cc(C)on2)C(C(=O)NC2CCCCC2)c2ccc(O)c(O)c2)cc1 (centres undefined)	4.2	0.0	1.6	2.4	1	0.7	1.3	13.5	0.1	-6.5
2	CCOC(=O)Cn1c(=O)c2c(nc(Br)n2Cc2ccccc2)n(C)c1=O	-3.8	5.0	x	-0.2	1	1	-14.6	-4.0	-0.3	x
3	CCOC(=O)c1ccc2c(c1)nc(COc1ccccc1C#N)n2CC	-1.3	x	x	x	0.9	0.9	-1.8	-1.7	x	x
4	C=CCOc1ccc2c(c1)C(=NO)c1cc(OCC=C)ccc1-2	0.5	96.0*	8.3	0.1	1	0.9	x	-5.0	-0.2	-4.6
5	CC1=CC(C)(C)N(C(=O)CSc2nnc(C)s2)c2ccc(C)cc21	1.7	10.1	0.9	1.6	1	1	x	-7.6	-0.2	-8.0
6	CCOC(=O)C1=C(C)NC(=S)N(C=O)C1c1ccccc1 (centres undefined)	-2.7	-7.1	2.0	-1.6	0.9	1	3.4	4.3	-0.3	-2.7
7	CC(C)OCCCNC(=O)C(NS(=O)(=O)c1ccc2c(c1)c(=O)n(C)c(=O)n2C)c1ccccc1 (centres undefined)	-4.3	-0.2	13.4*	0.2	1	1.1	-5.7	-8.6	0.0	-2.0
8	CCCC(=O)Nc1cc(S(=O)(=O)N(CC)CC)ccc1Cl	-1.4	-0.6	2.4	-0.2	0.9	1	-5.4	-17.5	-0.2	-3.6

Other compounds:
No.	molecule	TNAP inh hiacc	L major viab	RAM network inh	Redox H2O2 prof	PMI act hi M6P	PMI act	S1P3 antagonist	TNAP inh noacc	Hsp70 act	Efa HMGR inh
9	C[C@@H](C(=O)Nc1ccc2ccccc2c1)[C@H]1C[C@]1(C)[C@H](NS(=O)(=O)c1ccccc1)c1ccccc1	-5.4	29.3	7.5	2.2	0.8	0.8	14.8	-18.7	-0.1	-6.1
10	CC(C)OC(=O)NC(C)(C)COC(=O)Nc1cccc(Cl)c1	-2.2	0.6	1.2	0.7	1	1	x	-6.3	0.0	15.7*
11	CCOC(=O)NC(Nc1ncccn1)(C(F)(F)F)C(F)(F)F	-4.0	-3.3	-0.6	0.6	0.9	1	-27.9	-11.5	0.1	1.8
12	CCC(C)(C)n1nnnc1C(c1ccc(OC)c(OC)c1)N1CCN(c2ccc(OC)cc2)CC1 (centres undefined)	-6.4	22.9	2.0	-0.3	0.9	1	-9.4	-10.1	-0.2	-0.1
13	CCOC(=O)C1=C(c2ccccc2)NC(SCC(=O)Nc2cccc(C)c2)=C(C#N)C1c1ccco1 (centres undefined)	-5.0	21.6	4.1	-0.4	0.8	0.8	13.5	-6.9	-0.6	0.5
14	COC(=O)/C(=C\Nc1ccccc1)NC(=O)c1ccc(Cl)cc1Cl	1.0	37.8	1.0	0.1	1	1	x	-6.8	-0.3	-5.6
15	FC(F)(F)c1cccc(NCc2n[nH]c(=S)n2C2CCCCC2)c1	-0.4	1.6	2.4	-0.8	0.9	0.8	-14.8	-51.4	0.1	-1.9
16	CCO[C@@H]1OC(C(=O)O)=C[C@H](C)[C@H]1CCCO	-1.4	-8.1	0.4	0.7	1.1	1.1	-4.3	-9.7	0.1	-3.5

(further entries)
No.	molecule	TNAP inh hiacc	L major viab	RAM network inh	Redox H2O2 prof	PMI act hi M6P	PMI act	S1P3 antagonist	TNAP inh noacc	Hsp70 act	Efa HMGR inh
17	COc1cc([N+](=O)[O-])ccc1NC(=O)CC(C)C	-4.7	-5.2	1.2	-0.3	0.9	1	-11.4	-6.2	-0.1	-5.6
18	CCOC(=O)c1nn(-c2ccc(C)c(C)c2)cc1O	1.6	-6.0	-1.0	-1.7	0.9	0.9	x	-0.6	0.3	-5.3
19	COCCCn1nnnc1SCC(=O)N1c2ccccc2CC1C (centres undefined)	-4.9	-7.0	1.2	-0.9	0.9	0.9	-2.6	-4.1	-0.4	-5.2
20	CCOC(=O)c1ccc(-n2c(CN3CCN(CCO)CC3)nc3ccc([N+](=O)[O-])cc3c2=O)cc1	1.7	6.8	4.0	-3.6	0.8	0.9	-23.9	-3.3	-0.1	-8.2
21	CCOC(=O)CNC(=S)n1ncnc1N	-2.8	10.8	0.9	-0.4	1.1	1.1	-9.2	-108.3	-0.2	-5.2
22	Cc1ccc(N2CC(C(=O)Nc3ccc(S(=O)(=O)Nc4nccc(C)n4)cc3)CC2=O)cc1 (centres undefined)	-6.0	-8.2	0.5	-1.0	1	1	-0.9	-15.7	-0.1	-6.2
23	Cc1c(Cl)c(C(F)F)nn1CC(=O)NC1C(=O)N2C(C(=O)O)=C(CSc3nnnn3C)CSC12 (centres undefined)	-0.6	-6.6	1.9	4.2	0.9	0.9	-2.7	-11.1	0.5	-0.9
24	CCOc1ccc(-c2ccc(SCC(=O)NCC3CCCO3)nn2)cc1 (centres undefined)	1.9	15.7	1.2	-1.1	1	1	4.8	-3.2	-0.1	-6.6

The list goes on:
No.	molecule	TNAP inh hiacc	L major viab	RAM network inh	Redox H2O2 prof	PMI act hi M6P	PMI act	S1P3 antagonist	TNAP inh noacc	Hsp70 act	Efa HMGR inh
25	CC(NC(=O)C12CC3CC(CC(C3)C1)C2)C(=O)N/N=C/C1=C(N2CCOCC2)C(=C\c2ccccc2)/CC1 (centres undefined)	0.5	100.3*	2.7	0.3	0.9	0.7	-1.7	-9.2	-0.5	-6.7
26	COc1ccc(NC(=S)NCCC2=CCCCC2)cc1OC	-6.2	3.4	-0.5	0.7	1	0.9	-16.7	-7.9	-0.1	2.8
27	CSc1nnc2c3ccccc3n(Cc3ccccc3)c2n1	-0.2	-1.7	0.3	-0.1	1	1	15.8	-6.2	-0.3	-2.7
28	COc1ccc(-n2c(CNC(=O)c3cccs3)n[nH]c2=S)cc1	-2.2	-6.3	1.0	-0.3	1	1.1	5.4	4.1	-0.2	-4.5
29	CC(C)Oc1ccc(C(=O)N/N=C/c2ccc(-c3ccc(S(=O)(=O)Nc4ncccn4)cc3)o2)cc1	-0.8	-10.9	3.4	0.4	1.2	1.2	x	18.6	0.3	-1.3
30	CCN(CCCNC(=O)C1CCN(S(=O)(=O)N2CCOCC2)CC1)c1cccc(C)c1	-4.8	3.4	1.3	-2.6	0.9	1	1.5	0.7	-0.2	-3.7
31	O=C(/C=C/c1ccc([N+](=O)[O-])cc1)NNC(=O)C1CC1	5.8	23.4	4.3	-0.3	1	1	-19.2	-19.5	0.4	-5.3
32	O=C(NNC(=O)C1CC=CCC1C(=O)O)c1cccs1 (centres undefined)	-3.2	-8.2	-0.8	-1.1	1	1.1	-11.5	-3.2	-0.2	-2.8

Next section:
No.	molecule	TNAP inh hiacc	L major viab	RAM network inh	Redox H2O2 prof	PMI act hi M6P	PMI act	S1P3 antagonist	TNAP inh noacc	Hsp70 act	Efa HMGR inh
33	CC(=O)c1c(C)[nH]c(C(=O)Nc2c(C)n(C)n(-c3ccccc3)c2=O)c1C	-5.6	-4.1	1.9	2.8	1	1	2.0	-11.2	0.7	0.0
34	CCOC(=O)N1CCN(c2nc(C(F)(F)F)nc3c(C)cc(C)cc23)CC1	0.5	35.9	7.0	-0.1	0.8	0.8	13.8	-3.0	-0.3	0.6
35	COc1ccc(N=C2C(=O)Nc3ccccc32)cc1	-0.6	100.0*	0.7	0.1	0.6	0.9	-31.0	3.8	-0.1	-14.5
36	CC(=O)N1CCN(c2ccc(NC(=O)c3cccc(OCc4ccccc4)c3)cc2)CC1	-3.6	0.2	2.9	-0.9	0.8	0.9	x	-5.7	0.1	-9.3
37	Cc1noc(C)c1C(=O)Nc1ccc2c(c1)CCC2	-0.9	-1.9	0.4	0.8	0.8	0.8	13.1	-4.0	0.0	1.4
38	CC(C)(C)NC(=O)CC1C(=O)NCCN1Cc1c(F)cccc1Cl (centres undefined)	-11.7	-5.8	0.0	7.2	1	1	-0.7	-15.8	-0.4	-6.1
39	O=C1CC(N2CCC(c3nc4ccccc4[nH]3)CC2)C(=O)N1Cc1ccccc1 (centres undefined)	0.0	3.0	0.1	1.0	1	0.9	13.4	-5.8	-0.2	1.4
40	COc1ccc(OC)c(NC(=S)N2CCN(c3ccccn3)CC2)c1	-6.3	-3.6	1.1	-7.7	1	1	x	-12.1	-0.1	4.4

Two entries drawn at random from the list so far:
No.	molecule	TNAP inh hiacc	L major viab	RAM network inh	Redox H2O2 prof	PMI act hi M6P	PMI act	S1P3 antagonist	TNAP inh noacc	Hsp70 act	Efa HMGR inh
31	O=C(/C=C/c1ccc([N+](=O)[O-])cc1)NNC(=O)C1CC1	5.8	23.4	4.3	-0.3	1	1	-19.2	-19.5	0.4	-5.3
23	Cc1c(Cl)c(C(F)F)nn1CC(=O)NC1C(=O)N2C(C(=O)O)=C(CSc3nnnn3C)CSC12 (centres undefined)	-0.6	-6.6	1.9	4.2	0.9	0.9	-2.7	-11.1	0.5	-0.9

The list goes on.
No.	molecule	TNAP inh hiacc	L major viab	RAM network inh	Redox H2O2 prof	PMI act hi M6P	PMI act	S1P3 antagonist	TNAP inh noacc	Hsp70 act	Efa HMGR inh
41	O=C(O)c1cc2nc(-c3ccccc3)cc(C(F)(F)F)n2n1	-6.5	-7.1	-0.2	1.8	1.1	1	-27.9	-13.3	-0.3	-3.7
42	CCOC(=O)c1sc(SCC(=O)Nc2ccc(N(C)C)cc2)nc1N	-3.1	-3.1	-0.2	-0.3	0.8	0.9	0.8	-9.3	-0.6	-2.4
43	CC1OC2(OC1C)C(=O)Nc1ccccc12 (centres undefined)	-1.2	-0.9	-0.7	0.0	1.1	1.1	x	-17.6	-0.4	-3.3
44	O=C(CN1CCCCC1)Nc1ccc(S(=O)(=O)N2CCOCC2)cc1	-4.9	96.8*	1.2	0.2	1.1	1	x	-7.5	-0.4	-2.6
45	CCc1nc2ccccc2c(=O)n1NCCc1ccccc1	-5.3	-8.8	0.3	-0.8	1	0.9	5.1	-7.6	-0.2	-1.9
46	Nc1cc(=O)[nH]c(SCC(=O)Nc2ccc(Cl)c(Cl)c2)n1	-1.9	-6.6	2.9	-1.6	0.9	0.8	x	-4.2	-0.2	1.4
47	O=C(/C=C/c1ccccc1)Nc1cc(S(=O)(=O)N2CCOCC2)ccc1N1CCCC1	-6.4	-1.6	2.9	-0.3	0.9	1.1	6.4	-10.7	-0.4	0.6
48	Cc1sc2ncn(CC(=O)NCC3COc4ccccc4O3)c(=O)c2c1S(=O)(=O)N1CCCCC1 (centres undefined)	-1.1	4.1	1.5	-1.8	1.1	1.1	-1.1	-0.7	-0.1	-2.6
49	Cc1c(Cl)cccc1NC(=S)N1CCN(C(=O)C2CCCO2)CC1 (centres undefined)	3.2	-3.6	0.6	-0.2	1	1	-7.9	-2.2	-0.4	-1.9
